High-throughput results deposited in PubChem by National Center for Advancing Translational Sciences (NCATS).
IL1B secr inh – inhibitors of inflammasome signaling (IL-1 beta secretion). THP-1 LPS/ATP IL-1B secretion, AlphaLISA, 16 h; stronger effect = lower value. 360,000 tested, 4.7% active. activity change, % at 57.5 µM. AID 743279; in the data active = activity change below about -50%; inconclusive = mostly about -30% to -49%; also: % is scaled to controls: 0 for no effect and ±100 for the full control effect
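Secreted IL-1B measured by AlphaLISA bead assay after 16 h compound exposure of THP-1 cells; compounds (final up to 57.5 uM) added 1 h before LPS (250 ng/mL) and ATP (1.25 mM) stimulation; lower signal means less secretion.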
TGFb SMAD3 inh – blocks TGF-b signaling; HepG2 CAGA-GFP TGF-b/SMAD3 reporter, GFP fluorescence, 18 h; TGF-beta stimulated, 500 pg/mL final; Potency, µM (series often up to 46.1 µM), inactives show at the highest dose activity, negative = inhibition, most hits filed as inhibitors; 410,000 tested, 1.2% active; AID 588855; also: potency is read from the fitted curve at half-maximal effect; % is scaled to controls: 0 for no effect and ±100 for the full control effect; nearly all actives have a fitted effect of over 65% in size
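First, reporter cells (HEPG2 CAGA-GFP) rested 2 h at 37 degrees C. Next, compounds were pinned in and TGF-beta added to 500 pg/mL final. After 18 h, GFP was imaged per cell and summed per well.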
MCF10A rerep – induces DNA re-replication in MCF 10a normal breast cells. MCF 10A DNA re-replication, Hoechst nuclear intensity, 48 h. Potency, µM (top dose mostly 46.1 µM), without a hit: at the highest dose activity, positive = re-replication, most hits filed as activators. 350,000 tested, 2.9% active; also: potency is read from the fitted curve at half-maximal effect; % of control where 0% means no effect; nearly all actives have a fitted effect of over 50% in size
S2 tox – cell viability loss in ATXN counter-screen. S2 cells (HEK-293 line with an ATXN2-luciferase reporter) viability, CellTiter-Fluor protease fluorescence, 24 h. Potency, µM (titrated, usually from 56.7 µM), usual class: cytotoxic. 400,000 tested, 0.49% active. AID 651635; also: potency is read from the fitted curve at half-maximal effect; nearly all actives have a fitted effect of over 40% in size
HepG2 tox – kills HepG2 cells in TGF-b inhibitor counter-screen; HepG2 CAGA-GFP viability, ATP luminescence, 18 h; Potency, µM (series often up to 46.1 µM), for the others: at the top dose activity change, negative = cytotoxicity, usual class: cytotoxic; 410,000 tested, 0.76% active; AID 588856; also: potency is read from the fitted curve at half-maximal effect; some results filed as inactive show a strong effect at the top dose
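HepG2 CAGA-GFP cells (1000/well, DMEM with 1% FBS) received compound, then TGF-beta at 500 pg/mL final, and were incubated 18 hours at 37 degrees C. Viability was read by CellTiter-Glo luminescence. Media-only wells were set as complete cell-killing and DMSO as no toxicity.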
A549 tox – A549 cytotoxicity, counter-screen for Nrf2 inhibitors | Potency, µM (titrated, usually from 46 µM), without a hit: top-dose activity change, negative = cytotoxicity, usual class: inhibitors | AID 504648 | 390,000 tested, 0.16% active | A549 ARE-Fluc cells, CellTiter-Fluor viability, 18-24 h; also: potency is read from the fitted curve at half-maximal effect; % is scaled to controls: 0 for no effect and ±100 for the full control effect
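Cytotoxicity counterscreen: CellTiter-Fluor fluorescence was measured in A549 ARE_Fluc cells after 18-24 h of compound exposure in a concentration series. The subsequent BugLite luminescent read reports ARE-luciferase activity.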
ATXN2 expr inh – inhibitors of ATXN2 expression; HEK-293 ATXN2-luciferase reporter, luminescence, 24 h; Potency, µM (top dose mostly 57 µM), without a hit: top-dose activity change, negative = inhibition, hits mostly inhibitors; 360,000 tested, 0.72% active; also: potency is read from the fitted curve at half-maximal effect; % is scaled to controls: 0 for no effect and ±100 for the full control effect; nearly all actives have a fitted effect of over 55% in size
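ATXN2-luciferase reporter cells (luciferase flanked by upstream and downstream ATXN2 gene portions) were treated 24 h at 37 °C with compounds at up to 57 uM. SteadyGlo luminescence gave expression; GF-AFC fluorescence gave viability.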
Nrf2 inh – Nrf2 pathway inhibition. A549 ARE-Fluc reporter, luciferase luminescence, 18-24 h. Potency, µM (series often up to 46 µM), for inactives: at the top dose activity change, negative = inhibition, most hits filed as inhibitors. 360,000 tested, 2.1% active; also: potency is read from the fitted curve at half-maximal effect; % is scaled to controls: 0 for no effect and ±100 for the full control effect; nearly all actives have a fitted effect of over 60% in size
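Concentration-response testing used A549 ARE_Fluc cells at 5000 cells/well. Following an 18-24 h compound incubation, viability was read by fluorescence (Ex 405/Em 525) and luciferase output by luminescence.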
Nrf2 activator – activators of Nrf2 (ARE) signaling. Potency, µM (titrated, usually from 46.1 µM), for inactives: at the highest dose activation, hits mostly activators. AID 624171. 410,000 tested, 0.31% active. AREc32 ARE-luciferase reporter (MCF7-derived line), luminescence, 24 h; also: potency is read from the fitted curve at half-maximal effect; % of control where 0% means no effect; nearly all actives have a fitted effect of over 65% in size
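Cells of the AREc32 ARE-luciferase line are plated in OPTI-MEM containing 5% FBS and left overnight at 37 deg C. Compounds are pinned in, incubation continues 24 hr, and firefly luciferase signal is then measured.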
* marks the source's active call; other numbers are inactive results; i = inactive; ? = inconclusive; . = no result given; [ ] = another dose, or the depositor's remark. Unless noted, calls follow the shape of the dose curve; as a rule, active = well fitted curve in the direction sought with a large enough effect; inconclusive = small, poorly fitted or top-dose-only effect, or another doubt; inactive = no such curve, though single readings can be large; an effect the other way counts as inactive or inconclusive. Compounds as they come; about 8.8% have a hit in one of these screens.

Structure | IL1B secr inh | TGFb SMAD3 inh | MCF10A rerep | S2 tox | HepG2 tox | A549 tox | ATXN2 expr inh | Nrf2 inh | Nrf2 activator
C=C(C)c1sc(-c2ccc(Cl)cc2)nc1C | 25 | -3% | 8% | i | -21% | -4% | 32% | ? | 3.4%
Cc1c(C(=O)N2CCCC2)sc(NC(=O)c2ccc(Cl)cc2)c1C#N | 15 | 1% | 17% | i | 0% | -21% | -6% | ? | 0.5%
CC12CCC(c3c1nc1ccccc1[n+]3[O-])C2(C)C (stereo unspecified) | 3 | 0% | 15% | i | -5% | 1% | -17% | -1% | 0.1%
CCc1ccc(OCC(=O)OC(C)C(=O)NC2CC2)cc1 (stereo unspecified) | 5 | -1% | 7% | i | 0% | 0% | 4% | -3% | 0.0%
COC(=O)CS(=O)(=O)c1cccc2cccnc12 | 0 | -5% | 0% | i | -3% | -2% | 1% | -2% | -2.0%
CC(C)(C)c1ccc(C(=O)C2CCCN(C(=O)CCn3cncn3)C2)cc1 (stereo unspecified) | 8 | -18% | 10% | i | -29% | -16% | 7% | ? | -0.2%
N#CC1C(=O)NC(c2ccccc2)=CC1c1ccccc1 (stereo unspecified) | -10 | -2% | 16% | i | 7% | 1% | -8% | -14% | ?
CC(=O)Nc1ccc(C=NNC(=O)C2CC2)cc1 | -7 | 0% | 1% | i | 2% | 3% | 17% | 26% | 4.6%
CCC(C(=O)OC)n1c(-c2ccccc2)nc2ccccc2c1=O (stereo unspecified) | 13 | -11% | -4% | i | -23% | 8% | 4% | ? | 0.4%
Cc1ccccc1CS(=O)(=O)Cc1ccc(C(=O)NC2CCCC2)o1 | 7 | -10% | 1% | i | -4% | 0% | -4% | -7% | -0.1%
O=C(Nc1ccc(Cl)cc1)N1CCN(c2ccc3nnc(-c4ccccc4)n3n2)CC1 | . | 3% | . | i | -31% | -22% | -18% | 26µM* | 2.5%
C#CCN(C[C@H]1[C@H](OC(=O)NCc2ccccc2F)[C@H](OC(=O)NCc2ccccc2F)C[C@H]2C(=O)N(c3ccccc3)C(=O)[C@@H]12)S(=O)(=O)c1ccc(C)cc1 | -20 | -12% | . | i | 0% | . | 8% | . | 0.1%
COc1cc(C(O)c2nc(-c3cccc(C(=O)O)c3)cs2)ccc1F (stereo unspecified) | 1 | -26% | . | i | 4% | . | 36% | . | 2.2%
CC(C)CC(=O)NC1(C(F)(F)F)C(=O)Nc2c1c(=O)n(C)c(=O)n2C (stereo unspecified) | 12 | -17% | 1% | i | 1% | 9% | -14% | . | -0.9%
COC(=O)c1sc(NC(=O)c2ccco2)c(C#N)c1C | 3 | 4% | 0% | i | 3% | 1% | . | 1% | ?
c1ccc(Nc2scc(-c3ccccc3)[n+]2Cc2ccco2)cc1 | 10 | ? | 5% | . | -26% | 33% | . | ? | 29%
NC(=O)C1CCN(Cc2nc3c(Br)cc(Br)cc3c(=O)[nH]2)CC1 | 3 | 15% | 1% | i | -27% | 6% | -21% | -20% | -0.5%
COc1ccc(NC(=O)C2CCCN2C(=O)NCc2ccccc2)cc1 (stereo unspecified) | 0 | -8% | 1% | i | 1% | 2% | -15% | -8% | -0.5%
COc1ccc(C2C(=O)N(C3CCCCC3)CC(=O)N2CC2COc3ccccc3O2)cc1 (stereo unspecified) | -9 | -1% | 0% | i | -22% | -6% | 0% | 4% | 0.5%
Fc1cccc2sc(Nc3nc4c(F)cccc4s3)nc12 | 17 | -8% | 11% | i | -27% | 2% | 27% | 23% | 36%
Cc1c(C(=O)NCC2CCCO2)oc2ccc(S(=O)(=O)N3CCCCC3)cc12 (stereo unspecified) | 31 | -8% | -1% | i | -10% | 0% | -7% | 0% | 0.6%
CCSc1ncnc2c1oc1ccccc12 | 21 | 1% | 1% | i | 3% | . | 22% | 19% | ?
O=C(OCCN1CCCCC1)c1cccc(F)c1 | 35 | 0% | ? | i | 1% | 2% | 5% | 11% | -0.2%[9.22 µM]
COc1cc(OC)cc(C(=O)Nc2ccc3c(c2)COC3=O)c1 | -6 | 24% | -1% | i | 0% | -3% | 31% | ? | 3.0%
COc1ccc(OC(=O)CCN2C(=O)C3C4C=CC(C4)C3C2=O)cc1 (stereo unspecified) | 24 | 7% | 13% | i | 4% | -4% | 1%[11.3 µM] | -4% | -0.6%

A stretch of the results above:
Structure | IL1B secr inh | TGFb SMAD3 inh | MCF10A rerep | S2 tox | HepG2 tox | A549 tox | ATXN2 expr inh | Nrf2 inh | Nrf2 activator
C=C(C)c1sc(-c2ccc(Cl)cc2)nc1C | 25 | -3% | 8% | i | -21% | -4% | 32% | ? | 3.4%
Cc1c(C(=O)N2CCCC2)sc(NC(=O)c2ccc(Cl)cc2)c1C#N | 15 | 1% | 17% | i | 0% | -21% | -6% | ? | 0.5%
CC12CCC(c3c1nc1ccccc1[n+]3[O-])C2(C)C (stereo unspecified) | 3 | 0% | 15% | i | -5% | 1% | -17% | -1% | 0.1%
CCc1ccc(OCC(=O)OC(C)C(=O)NC2CC2)cc1 (stereo unspecified) | 5 | -1% | 7% | i | 0% | 0% | 4% | -3% | 0.0%
COC(=O)CS(=O)(=O)c1cccc2cccnc12 | 0 | -5% | 0% | i | -3% | -2% | 1% | -2% | -2.0%
CC(C)(C)c1ccc(C(=O)C2CCCN(C(=O)CCn3cncn3)C2)cc1 (stereo unspecified) | 8 | -18% | 10% | i | -29% | -16% | 7% | ? | -0.2%
N#CC1C(=O)NC(c2ccccc2)=CC1c1ccccc1 (stereo unspecified) | -10 | -2% | 16% | i | 7% | 1% | -8% | -14% | ?
CC(=O)Nc1ccc(C=NNC(=O)C2CC2)cc1 | -7 | 0% | 1% | i | 2% | 3% | 17% | 26% | 4.6%

Next section.
Structure | IL1B secr inh | TGFb SMAD3 inh | MCF10A rerep | S2 tox | HepG2 tox | A549 tox | ATXN2 expr inh | Nrf2 inh | Nrf2 activator
CCCC(=O)N1CCCC1(C)C(=O)NCc1c(F)ccc(C)c1F (stereo unspecified) | -12 | 7% | . | i | 1% | . | 4% | . | -0.2%
COc1cc2c3c(c1)c(C1=NC(=S)NC1=O)c(O)n3C(C)(C)C=C2C | -16 | 3% | 0% | i | -30% | -16% | 0% | 2% | 0.1%
Cc1ccc(C(=O)Cn2c(-c3ccccc3)noc2=O)cc1 | 0 | -1% | -7% | i | 5% | 0% | . | -28% | 3.2%
CCOC(=O)C1=C(O)/C(=C/c2ccc(-c3ccccc3C(=O)O)o2)SC1=Nc1ccc(C)cc1 | ? | -37% | 13µM* | i | -18% | -7% | . | -12% | 2.6%
Cc1cc(NC(=O)CN2CCN(S(=O)(=O)c3ccc4ccccc4c3)CC2)no1 | -3 | 0% | -4% | i | -21% | -2% | 7% | 0% | -0.1%
COC(=O)c1ccccc1NC(=O)C1CCN(C(=O)N2CCOc3ccccc32)CC1 | -6 | -15% | 1% | i | 2% | 3% | -4% | -1% | 2.1%
Cc1nc(C)c(C(=O)C2=C(O)C(=O)N(CCN(C)C)C2c2cccs2)s1 (stereo unspecified) | 17 | 6% | -1% | i | 4% | -4% | 3% | 12% | -0.4%
CCOc1cc(S(=O)(=O)N(CC)CC)ccc1F | -1 | -14% | -7% | i | 4% | -6% | -1% | . | 0.1%
COc1cc(F)ccc1S(=O)(=O)N1CCN(Cc2ccccc2)CC1 | 22 | 6% | 10% | i | -1% | 0% | -23% | -14% | -0.1%
NC(=O)c1ccccc1N/C=C/C(=O)c1cccs1 | -21 | ? | 12% | i | -42% | -20% | 7% | ? | 14%
O=C1CCCc2nc(N3CCN(C(=O)c4ccco4)CC3)ncc21 | 59 | 7% | -2% | i | 3% | -8% | 39%[activator] | 14% | -0.7%
CCCC1S/C(=N/N=C/c2ccc(OC)cc2)N(Cc2ccccc2)C1=O (stereo unspecified) | ? | -10% | ? | i | -9% | -16% | -10% | ? | -0.1%
CCO[C@@H]1OC(C(=O)NC2CC2)=C[C@H](c2ccc(Br)cc2)[C@H]1CCCO | 13 | -11% | -4% | i | 4% | 4% | -3% | 1% | 0.0%
Cc1ccc(CC(=O)Nc2cccc(C(=O)Nc3c(C)n(C)n(-c4ccccc4)c3=O)c2)cc1C | 23 | -7% | . | i | -23% | . | . | . | 4.1%
CCCCN(C)CCNC(=O)C1CCCN(S(=O)(=O)c2ccc3c(c2)oc(=O)n3C)C1 (stereo unspecified) | . | -13% | . | i | 2% | 4% | 2% | -9% | 0.0%
Cn1c(C(=O)NCCN2CCCCCC2)cc2c(=O)n(C)c3ccccc3c21 | -30 | 41%[activator] | -9% | i | 26% | 0% | 1% | 28% | 17%
O=C(O)c1cnn(-c2nc(-c3ccc(Cl)cc3)cs2)c1C(F)(F)F | 7 | 4% | 9% | i | 8% | -10% | 67%[activator] | 15% | 2.2%
O=C(CC1C(=O)N(c2ccc(F)cc2)C(=O)N1Cc1ccc2c(c1)OCO2)Nc1ccc(F)cc1 (stereo unspecified) | . | 10% | . | ? | -22% | 0% | 5% | 12% | 4.9%
CCCCCCN1C[C@@H](n2cc(C3CC3)nn2)[C@H](O)C[C@@H]1c1ccc(C)cc1 | -21 | ? | . | 20µM* | -119% | . | ? | . | -0.6%
CCCC12CN3CC(C)(CN(C1)C3c1ccc(OC(C)C)cc1)C2=O (stereo unspecified) | 8 | 5% | 2% | i | -7% | -4% | -18% | 6% | 0.4%
Cn1c(=O)c2c(nc(SCc3ccccc3)n2Cc2ccc(Cl)cc2)n(C)c1=O | ? | 4% | 26% | i | -3% | 1% | ? | 12% | -0.1%
COc1cc(C(=O)OCC(=O)Nc2ccccc2)cc2c1OCCO2 | -10 | -13% | . | ? | 0% | . | . | . | 3.2%
CC(=O)c1cc2c(cc1NC(=O)CSc1nc3ccc(C)cc3[nH]1)OCO2 | -74* | 6% | 6% | . | 1% | 0% | -18% | -28% | 0.2%
